Fam108B inh: Fam108B inhibition, counter-screen for RBBP9 inhibitors. inhibition, % at 9.51 µM. 300,000 tested, 0.33% active. recombinant Fam108B, FP-Rh probe fluorescence polarization;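 active = inhibition above the screen mean inhibition plus 3 SD, computed separately per campaign, cut at about 18% in these data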;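 note: inhibitors lower polarization as less probe binds the enzyme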
MCL1-BIM inh: disrupts human MCL1 binding to BIM-BH3 peptide | 320,000 tested, 0.68% active | AID 2057 | Q07820 | GST-MCL1 / FITC-Bim-BH3 fluorescence polarization | inhibition, % at 10.9 µM;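 active = inhibition above the mean inhibition of all tested compounds plus 3 SD, set per campaign, cut at about 40% in these data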;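 note: 0% = DMSO wells and 100% = unlabeled Bim-BH3 peptide control; higher means more loss of mP so more displacement of Bim peptide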
MEX-5 binding: C. elegans MEX-5 TCR-2 RNA binding activity | Q9XUB2 | MEX-5/FITC-TCR2 RNA binding, fluorescence polarization; hits give low values | activity score (negative = inhibition of binding), % at 10 µM | 300,000 tested, 0.38% active;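 active = inhibition past about -25% in most replicates, and total fluorescence under double the plate's negative control median, limit read from the data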;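 note: 0% = DMSO and -100% = 5 µM competing unlabeled TCR2 RNA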
GSTO1 counter: GSTO1 inhibition, counter-screen for RBBP9 inhibitors; 300,000 tested, 1.1% active; recombinant GSTO1, activity-based probe fluorescence polarization; inhibition, % at 5.96 µM; P78417; AID 1974;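 active = inhibition above the campaign mean inhibition plus 3 SD, cut at about 35% in these data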;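 note: 0% = GSTO1-1 with DMSO and 100% = wells lacking GSTO1-1 enzyme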
Target sequence (P78417 whole entry, looked up): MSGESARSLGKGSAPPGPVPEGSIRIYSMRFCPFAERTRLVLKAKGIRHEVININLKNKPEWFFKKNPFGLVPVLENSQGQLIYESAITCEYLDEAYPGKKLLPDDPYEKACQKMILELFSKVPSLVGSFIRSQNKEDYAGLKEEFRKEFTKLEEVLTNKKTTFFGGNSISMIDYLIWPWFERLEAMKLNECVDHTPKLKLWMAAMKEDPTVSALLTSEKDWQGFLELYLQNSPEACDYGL
GLD-1 RNA inh: GLD-1-TGE RNA interaction inhibition (C. elegans); Q17339; purified GLD-1 + fluorescein TGE RNA, fluorescence polarization; inhibition, % at 5.96 µM; 320,000 tested, 0.44% active;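 active = percent inhibition above a per-plate cutoff, the plate mean of test compounds plus 3 SD, cut at about 30% in these data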;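 note: 0% = DMSO wells with GLD-1 and probe and 100% = wells lacking GLD-1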
Target sequence (Q17339 whole entry, looked up): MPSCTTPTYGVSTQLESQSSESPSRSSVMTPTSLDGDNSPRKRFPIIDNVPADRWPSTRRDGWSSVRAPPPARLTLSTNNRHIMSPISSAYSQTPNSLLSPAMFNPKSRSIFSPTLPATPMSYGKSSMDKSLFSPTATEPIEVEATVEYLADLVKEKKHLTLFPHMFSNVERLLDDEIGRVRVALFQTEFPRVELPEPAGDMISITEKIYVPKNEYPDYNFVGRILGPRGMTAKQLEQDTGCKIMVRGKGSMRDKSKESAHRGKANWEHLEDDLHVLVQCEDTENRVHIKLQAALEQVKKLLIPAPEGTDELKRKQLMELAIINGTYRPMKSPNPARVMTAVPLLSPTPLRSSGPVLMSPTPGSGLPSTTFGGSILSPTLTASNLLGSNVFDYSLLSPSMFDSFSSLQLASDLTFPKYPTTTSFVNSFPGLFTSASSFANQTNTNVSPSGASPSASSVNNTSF
BCLXL inh: blocks human Bcl-xL binding to Bim BH3 peptide. Q07817. GST-Bcl-xL / FITC-Bim BH3 peptide fluorescence polarization. inhibition, % at 10.9 µM. 320,000 tested, 0.7% active. AID 2129;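 active = inhibition above the mean of all tested compounds plus 3 SD, cutoff set per campaign, cut at about 30% in these data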;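 note: 0% = DMSO wells and 100% = unlabeled Bim-BH3 peptide competitor; inhibitors lower millipolarization by displacing the labeled peptide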
Target sequence (Q07817 whole entry, looked up): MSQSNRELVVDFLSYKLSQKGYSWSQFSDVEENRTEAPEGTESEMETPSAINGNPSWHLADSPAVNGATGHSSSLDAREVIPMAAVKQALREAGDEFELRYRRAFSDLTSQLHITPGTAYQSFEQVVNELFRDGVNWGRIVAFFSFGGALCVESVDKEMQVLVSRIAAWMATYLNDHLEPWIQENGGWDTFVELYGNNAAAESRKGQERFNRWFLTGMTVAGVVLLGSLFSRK
PAD4 inh: PAD4 (human) enzyme inhibition; recombinant PAD4, RCA probe fluorescence polarization; 330,000 tested, 0.41% active; inhibition, % at 6.36 µM; AID 485272; Q9UM07;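 active = percent inhibition above a cutoff equal to the mean of all tested compounds plus 3 SD, cut at about 15% in these data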;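 note: 0% = PAD4 with RCA probe and DMSO and 100% = probe without PAD4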
TPT1 inh: inhibitors of Candida albicans tRNA 2'-phosphotransferase TPT1; recombinant caTPT1, FP RNA substrate dephosphorylation; inhibition, % at 5 µM; 300,000 tested, 0.81% active; AID 1962;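 active = inhibition above the mean of all tested compounds plus 3 SD, set per screening campaign, cut at about 24% in these data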;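 note: plate controls were DMSO alone for no effect and ferristatin control at 100 nM for full effect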
PME-1 primary: PME-1 (human) inhibition; Q9Y570; recombinant PME-1, FP-Rh probe fluorescence polarization; inhibition, % at 5.9 µM; 320,000 tested, 0.53% active; AID 2130;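 active = inhibition above the campaign mean of all compounds plus 3 SD, cut at about 26% in these data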;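 note: competitive labeling of PME-1 active site by serine hydrolase directed probe; 0% = PME-1 with DMSO and 100% = wells lacking PME-1 enzyme; inhibitors block probe labeling so polarization falls and inhibition rises; many of its hits are not listed in these tables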
* hit, by the source's call; x = not tested or not shown. A portion of the library; count on the stated rates, not on these rows.

SMILES	Fam108B inh	MCL1-BIM inh	MEX-5 binding	GSTO1 counter	GLD-1 RNA inh	BCLXL inh	PAD4 inh	TPT1 inh	PME-1 primary
O=[N+]([O-])C(/C=C(\Cl)[N+](=O)[O-])=C(N1CCCCC1)N1CCCCC1	-1	-53	-5.2	-7	-54	-36	2	35*	2
CCOc1ccc(NC(=O)c2c(NC(=O)CN3CCCC3)sc3c2CCC3)cc1	0	0	-1.3	-2	6	2	-1	-2	3
COc1ccc(-c2cc(C(=O)OCC(=O)NC(C)(C)C)c3ccccc3n2)cc1	-7	3	0.8	-6	-6	1	-3	0	5
COc1cccc(C2=NN(C(=O)c3ccc(C)o3)C(O)(C(F)(F)F)C2)c1 (stereo not drawn)	2	4	2.1	-5	1	5	-4	0	-16
CCn1nnnc1-c1ccc(OC)c(S(=O)(=O)Nc2ccc(C)c(C)c2)c1	2	-1	2.2	-7	1	2	-1	0	-1
CCn1c(SCC(=O)NC2CCCc3ccccc32)nnc1-c1cccs1 (stereo not drawn)	2	-5	-0.2	9	1	4	-4	-4	9
Cc1nnc(SCc2cc(=O)[nH]c(=S)[nH]2)s1	-2	2	3.4	3	3	14	-2	-2	3
CCOC(=O)/C=C1\SCC(=O)N1CC(=O)NC(c1ccccc1)c1ccccc1	-3	0	1.0	-1	-12	1	-5	0	0
CN(C)CCCNC(=O)C(=O)NCC1OCCN1S(=O)(=O)c1cc(F)ccc1F (stereo not drawn)	-2	7	1.4	2	-1	-1	-1	-2	6
Cc1c(Cl)cccc1NC(=O)Nc1cc(C(C)(C)C)on1	0	-1	1.1	-3	12	-4	5	-5	-8
Cc1ccc2c(c1)C(O)(CC(=O)c1cccnc1)C(=O)N2 (stereo not drawn)	-1	7	0.3	8	0	9	-2	3	9
O=C(CC1(O)C(=O)Nc2cc(Cl)cc(Cl)c21)c1ccccc1O (stereo not drawn)	-2	4	0.9	16	2	9	1	0	5
CCOCCn1c(N2CCN(c3ccc(OC)cc3)CC2)nc2c1c(=O)n(C)c(=O)n2C	-1	-3	-1.0	5	1	6	4	-3	-4
O=C(COC(=O)c1nc(Cl)ccc1Cl)NNC(=O)c1cccs1	-1	0	-1.0	2	-6	1	1	-3	6
CN(C(=O)c1ccc(NC(=O)C2CC=CCC2C(=O)O)cc1)c1ccccc1 (stereo not drawn)	-2	6	-1.7	6	8	5	1	0	-7
Cn1cccc1C(=O)NC(=O)COC(=O)c1ccc(O)cc1	-6	-2	-0.4	-1	5	-3	-4	1	-5
COc1nccnc1NS(=O)(=O)c1ccc(NC(=O)c2ccc(F)cc2)cc1	-2	-2	-0.5	5	-3	2	-6	1	-3
COc1ccc(N2CCC(CNC(=S)Nc3cccc(OC)c3)C2)cc1 (stereo not drawn)	5	-4	-1.0	-6	-2	-2	-5	-2	15
COC(=O)c1ccc(-c2ccc(CNCC(O)c3ccccc3)o2)cc1 (stereo not drawn)	1	6	-0.6	6	4	2	3	-1	-2
CCN(C(=O)CSc1nnc(-c2ccncc2)o1)c1ccccc1	2	5	1.0	-2	3	8	-2	3	1
O=C(Cc1ccccc1)Nc1cc([N+](=O)[O-])ccc1N1CCOCC1	-3	5	0.8	-1	4	1	2	2	-4
CC(=O)N1CCN(C(=O)c2cc(-c3cccc4ccccc34)nc3ccccc23)CC1	2	2	0.9	-5	3	1	0	-6	2
CCn1c(NC(=O)c2nn(C)cc2Br)nc2ccccc21	6	11	0.5	3	0	5	0	-1	-5
O=C(O)Cc1sc(-c2cccnc2)nc1-c1ccc(Br)cc1	1	12	-0.6	-2	5	10	-9	0	-2
CCN(CC)c1ccc(NC(=O)Cn2cc3c(n2)CCC(C)C3)c(C)c1 (stereo not drawn)	-2	-1	-0.7	10	5	0	0	-3	-4
CCOc1ccccc1-n1nnnc1SCc1nc2ccccc2s1	3	-14	-2.8	0	4	-14	-5	6	-1
Cn1c(=O)c2c(nc(NCCNC(=O)c3ccco3)n2Cc2ccccc2F)n(C)c1=O	2	-4	0.0	2	-4	-3	7	-3	-1
COc1ccc(C/C(C)=N/NC(=O)C2COc3ccccc3O2)cc1 (stereo not drawn)	-3	0	0.4	1	6	3	3	-3	8
COc1ccc(-c2nn(-c3ccccc3)cc2/C=C/C(=O)OCC(=O)Nc2cccc(C#N)c2)cc1	-21	-10	0.4	-6	3	0	-1	1	-6
Cc1ccccc1-n1nnnc1Sc1nnnn1-c1ccccc1	-1	-1	x	1	-2	-2	19*	3	6
O=C(c1cc(Cl)ccc1O)N1CCN(S(=O)(=O)c2cccs2)CC1	0	-2	3.9	1	4	6	-1	0	-3
Cc1ccc(NC(=O)CCn2nnc3ccccc32)cc1	1	5	1.4	6	-1	3	2	-3	7
O=c1c2ccccc2nc(SCc2ccccc2)n1CC1CCCO1 (stereo not drawn)	3	4	-0.4	-8	-8	1	2	2	0
COCCCNc1ccc([N+](=O)[O-])cc1C(=O)Nc1cccc(C)n1	0	4	0.8	9	-1	6	-4	1	5
O=C(O)c1ccc(NC(=O)c2ccco2)c(NC(=O)c2ccco2)c1	-3	7	3.4	6	10	2	0	-21	-1
O=C(NCCc1c[nH]c2ccccc12)C1CCN(c2nnc(N3CCCC3=O)s2)CC1	0	-2	x	-2	-1	-5	0	-2	0

Compounds above that have a Cl atom, in the order listed:
SMILES	Fam108B inh	MCL1-BIM inh	MEX-5 binding	GSTO1 counter	GLD-1 RNA inh	BCLXL inh	PAD4 inh	TPT1 inh	PME-1 primary
O=[N+]([O-])C(/C=C(\Cl)[N+](=O)[O-])=C(N1CCCCC1)N1CCCCC1	-1	-53	-5.2	-7	-54	-36	2	35*	2
Cc1c(Cl)cccc1NC(=O)Nc1cc(C(C)(C)C)on1	0	-1	1.1	-3	12	-4	5	-5	-8
O=C(CC1(O)C(=O)Nc2cc(Cl)cc(Cl)c21)c1ccccc1O (stereo not drawn)	-2	4	0.9	16	2	9	1	0	5
O=C(COC(=O)c1nc(Cl)ccc1Cl)NNC(=O)c1cccs1	-1	0	-1.0	2	-6	1	1	-3	6
O=C(c1cc(Cl)ccc1O)N1CCN(S(=O)(=O)c2cccs2)CC1	0	-2	3.9	1	4	6	-1	0	-3

(further entries)
SMILES	Fam108B inh	MCL1-BIM inh	MEX-5 binding	GSTO1 counter	GLD-1 RNA inh	BCLXL inh	PAD4 inh	TPT1 inh	PME-1 primary
COC(=O)c1cccc(CSc2nc3ccccc3[nH]2)c1	-1	7	2.0	-2	6	1	-4	-1	-4
CC(C)(C)c1ccccc1OCC(=O)NCCCn1ccnc1	2	0	0.6	-2	-4	4	2	-3	3
O=S1(=O)CC2SC(=S)N(c3ccccc3)C2C1 (stereo not drawn)	1	15	0.2	5	6	4	4	1	-4
O=C(CSc1nnc2ccc3ccccc3n12)N1CCOCC1	-1	6	-3.1	-2	3	1	-2	-3	3
COc1ccc(C(=O)c2coc(-c3ccccc3C(=O)O)c2C(=O)O)cc1	3	3	0.1	3	4	5	-5	1	-1
CCc1cc2c(-c3ccccc3)cc(=O)oc2cc1OCC(=O)NCC1CCC(C(=O)O)CC1 (stereo not drawn)	1	3	0.9	-2	1	6	-2	-4	-3
O=C(Sc1nnc(-c2ccccc2)o1)N1c2ccccc2Sc2ccccc21	1	-13	10	1	4	-14	2	-3	1
Oc1cccc(Nc2ccccc2)c1	x	18	x	x	8	17	-5	x	4
CCOC(=O)c1nnc(-c2ccc(C)cc2)nc1N1CCSCC1	0	9	-0.6	9	5	3	3	-4	1
CC(C)(C)S(=O)(=O)c1cnc(N2CCCC2)nc1N	2	-7	3.3	16	-3	-1	-1	0	-3
COC(=O)c1cc(S(=O)(=O)NCc2ccc(F)cc2)cn1C	4	1	-2.3	-3	1	0	-6	0	2
COc1ccccc1N1CCN(c2nc3ccccn3c(=O)c2C=O)CC1	2	1	2.3	2	0	6	-2	2	-4
Cn1c(CC(=O)Nc2ccc(Cl)c(Cl)c2)n[nH]c1=S	4	-7	0.2	3	-5	-19	1	0	2
Cc1c(Br)cc(C(=O)NCCCN2CCOCC2)c(C)c1C	2	1	-1.1	11	-2	-1	-3	-1	-3
CCOc1ccc(CNC23CN4CN(CN(C4)C2)C3)cc1	4	5	0.7	3	3	5	-1	-3	-1
Cc1ccccc1NC1=C(Cl)C(=O)OC1NC(=O)c1ccccc1 (stereo not drawn)	-3	-1	2.1	-2	2	4	-1	3	0
Cc1cc(C)c2sc(NC(=O)C3CC3)nc2c1	5	7	-1.0	7	-1	9	2	-1	7
Cc1cccc(N(CC(=O)N2CCN(C)CC2)S(=O)(=O)c2ccccc2)c1	-9	2	0.3	7	-2	3	-6	-3	-10
Cc1c(OCC(=O)C(C)(C)C)ccc2c3c(c(=O)oc12)CCCC3	-1	9	0.7	3	-3	8	-2	-4	1
Cc1noc(C)c1C(=O)OC(C)C(=O)Nc1ccc(C(N)=O)cc1 (stereo not drawn)	x	2	x	x	5	1	-2	x	-1
O=C(O)c1cccc(NC(=O)c2ccccc2NC(=O)c2cccc([N+](=O)[O-])c2)c1	2	1	1.9	5	-5	6	0	0	-9
CSc1cccc(NC(=S)Nc2cc(C)ccc2C)c1	-3	-4	3.3	3	5	-4	-2	2	-6
COc1ccc(/C=C/C(=O)O)cc1S(=O)(=O)N1CCc2ccccc2C1	5	-3	0.2	0	-4	5	2	0	0
O=C(CSc1nccn1-c1ccc(F)cc1)NCc1ccc(F)cc1	-5	-5	2.8	4	-6	3	-6	0	0
CCCCn1c(C(C)NC(=O)CCC)nc2ccccc21 (stereo not drawn)	4	2	-1.2	1	-4	2	-2	-1	-2
CCn1cc(S(=O)(=O)Nc2cccnc2)cn1	0	10	3.1	-2	0	6	1	0	-1
CCOC(=O)NN1C(=O)c2ccccc2NC1c1cccnc1 (stereo not drawn)	-2	-2	-0.5	1	0	4	-4	0	-5
O=C(O)/C=C/C(=O)NC1CCS(=O)(=O)C1 (stereo not drawn)	1	6	2.6	-4	3	3	1	3	4

A different layout for some results above.
CCn1cc(S(=O)(=O)Nc2cccnc2)cn1
  Fam108B inh = 0 | MCL1-BIM inh = 10 | MEX-5 binding = 3.1 | GSTO1 counter = -2 | GLD-1 RNA inh = 0 | BCLXL inh = 6 | PAD4 inh = 1 | TPT1 inh = 0 | PME-1 primary = -1
CCOC(=O)NN1C(=O)c2ccccc2NC1c1cccnc1 (stereo not drawn)
  Fam108B inh = -2 | MCL1-BIM inh = -2 | MEX-5 binding = -0.5 | GSTO1 counter = 1 | GLD-1 RNA inh = 0 | BCLXL inh = 4 | PAD4 inh = -4 | TPT1 inh = 0 | PME-1 primary = -5
